mcGAS lum: cyclic GMP-AMP synthase inhibitors, mouse, primary biochemical chemiluminescence; Q8C6L5; recombinant cGAS, Kinase-Glo ATP depletion luminescence; inhibition, % at 12.5 µM; 160,000 compounds, 0.15% hits; AID 1259399, 2018;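 further: 0% = negative control wells and 100% = reference inhibitor with no enzyme activity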
NPYLR7 ag: agonists of mosquito NPYLR7 receptor, primary screen, cell-based, Aedes aegypti, calcium fluorescence, mosquito biting behavior | HEK293T NPYLR7/Galpha15, GCaMP6s calcium fluorescence | Aedes aegypti neuropeptide Y-like receptor 7 (NPYLR7) | activation, % at 10 µM | 270,000 compounds, 0.15% hits; in the data active means activation above about 40%;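 further: 0% = vehicle and 100% = reference agonist at the receptor; some compounds past the cut are filed as inactive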
hcGAS lum: Primary biochemical luminescence assay for human cyclic GMP-AMP synthase inhibitors; Q8N884; recombinant h-cGAS, ATP depletion, Kinase-Glo luminescence; inhibition, % at 12.5 µM; 290,000 compounds, 0.081% hits; AID 1259398, 2018;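 further: 0% = vehicle reaction and 100% = reaction without DNA for no activity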
Target sequence (Q8N884 whole entry, looked up): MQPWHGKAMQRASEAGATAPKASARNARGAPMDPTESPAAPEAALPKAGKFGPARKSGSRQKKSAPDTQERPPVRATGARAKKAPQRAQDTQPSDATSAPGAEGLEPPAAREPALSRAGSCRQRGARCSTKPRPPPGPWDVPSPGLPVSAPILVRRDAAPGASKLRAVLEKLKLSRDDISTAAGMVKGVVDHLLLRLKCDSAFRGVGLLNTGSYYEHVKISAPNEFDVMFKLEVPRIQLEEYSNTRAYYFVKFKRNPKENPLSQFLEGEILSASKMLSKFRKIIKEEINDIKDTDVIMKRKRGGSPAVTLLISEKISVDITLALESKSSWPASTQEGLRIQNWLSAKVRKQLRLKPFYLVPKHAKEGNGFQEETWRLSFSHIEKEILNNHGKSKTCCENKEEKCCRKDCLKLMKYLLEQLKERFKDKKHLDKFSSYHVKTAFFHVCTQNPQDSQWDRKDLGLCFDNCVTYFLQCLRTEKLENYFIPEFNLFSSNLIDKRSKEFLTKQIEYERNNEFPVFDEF
Starred values were filed as active, the others as inactive; . = not tested or not shown; & = joins results of further samples. Unless noted, no stated cut-off is given here; in the data, active means inhibition above about 40%; inactive means the rest.

nr	compound	mcGAS lum	NPYLR7 ag	hcGAS lum
1	O=[N+]([O-])c1ccccc1S(=O)(=O)NCCc1ccccc1	6	-7	1
2	CCOC(=O)N(C)c1c(CC)nc2ccc(C(=O)N3CCN(S(=O)(=O)CC)CC3)cn12	-3	15	-7
3	COc1ccccc1C(=O)Nc1c2c(nn1-c1cccc(C)c1C)CS(=O)C2 (stereo not given)	.	-3	-5
4	CCn1cc(NC(=O)C2c3ccccc3Oc3ccccc32)ccc1=O	.	-8	3
5	COc1ccc(C)cc1Nc1nnc(SCC2CCCCO2)s1 (stereo not given)	.	10	-4
6	Cn1ncc(N=Cc2cccc([N+](=O)[O-])c2)c1C(=O)N1CCOCC1	-3	-3	-4
7	Cc1cc(S(=O)(=O)Nc2cccc(CC(=O)O)c2)cnc1Cl	3	1	6
8	CN(C)c1ccc(C=Cc2cccc[n+]2C)cc1	.	21	14
9	Cc1cccc(-c2ccc(NC(=O)C3CCN(C(=O)[C@@H]4C[C@@H]5C=C[C@H]4C5)CC3)cc2)c1	-3	7	8
10	N=C1C(c2nc(-c3ccc(C(F)(F)F)cc3)cs2)C(=O)CN1CC1CCCO1 (stereo not given)	.	6	-15
11	O=C(NCC1CCCN(Cc2ccccc2-c2ccco2)C1)c1ccc(F)cc1 (stereo not given)	-10	24	-6&-7
12	O=C(COc1ccc2c(c1)OCO2)NCCCn1nc(-c2ccc(F)cc2)ccc1=O	.	-2	-4
13	CCOC(=O)c1nn(-c2ccccc2)c(=O)cc1OCC(=O)NCc1ccc(F)cc1	.	11	-4
14	COc1ccc(C(=O)NC2CC2)c(OC2CCN(Cc3nc(C(C)C)cs3)CC2)c1	.	3	-10
15	Cc1ccc(NC(=O)Cn2nc(-c3ccco3)c3sc(N4CCOCC4)nc3c2=O)cc1	-8	-1	-6
16	CCc1ccc(CN2CCC(CCC(=O)N3CCOCC3)CC2)nc1	-5	.	-4
17	O=C(OC1CC2CCC1C2)c1cc(Cl)ccn1 (stereo not given)	.	11	-8
18	COc1cc(-c2nc(CN3CCCC3c3n[nH]c(=O)[nH]3)c(C)o2)ccc1F (stereo not given)	-1	-13	4
19	COc1ccc(CCNC(=O)C2CCCN(c3nc(Cc4ccc(Cl)cc4)ns3)C2)cc1OC (stereo not given)	-4	11	-2
20	O=C(Nc1ccc(-c2nc3cc(Cl)ccc3o2)cc1)c1ccco1	-2	14	-1
21	C=CCn1c(SCc2ccc(C(=O)N3CCCC3)cc2)nnc1-c1ccccc1Cl	-5	2	-9
22	CCCCc1nc2ccn(CC(=O)N(C)C)c(=O)c2n1Cc1ccc(-c2ccccc2-c2nn[nH]n2)cc1	.	-15	0
23	CN(c1ccccc1)S(=O)(=O)c1ccc(NC(=S)NC(=O)/C=C/c2cccs2)cc1	.	-4	-10
24	Cc1cccc(C(=O)N2CCN(c3nc(C)cc(Nc4ccccc4)n3)CC2)c1	.	7	-8
25	O=C(Nc1cccc(C(=O)N2CCCC2)c1)NC1CCCCC1	.	3	-6
26	COc1cccc(Cc2nsc(Oc3cc(C(=O)NCc4ccccn4)ccc3C)n2)c1	-6	.	-13
27	CCOC(=O)N1C2C=C(C)C(C3C(C)C(=O)N31)N(C(=O)c1ccccc1)O2 (stereo not given)	.	-5	-7
28	CC1(C)N=C(c2ccc(Cl)cc2)C(=S)N1	.	8	-1
29	CCn1c(C2CCN(Cc3ccnn3-c3ccccc3)CC2)nn(C)c1=O	.	4	-1
30	COCCN1CCCN(C(=O)c2sc(C)cc2OC(F)F)CC1	.	1	-14
31	COc1ccc(CCN(Cc2sccc2C)C(=O)CN(CCN2CCCC2)S(=O)(=O)c2cc(Cl)ccc2Cl)cc1OC	-4	-2	-3
32	CS(=O)(=O)c1ccc(CN2CCc3nc4ccccc4c(C(=O)N4CCOCC4)c3C2)cc1	.	0	-5
33	O=c1oc2ccccc2cc1-c1nnc(-c2ccncc2)o1	-3	-4	-1
34	Cc1noc(NC(=O)c2ccc(S(=O)(=O)C3CCCC3)cc2)n1	.	3	1
35	COc1ccc(CN(C)Cc2nc(-c3cnccn3)no2)c2cccnc12	-9	11	-9
36	Cn1nccc1C(=O)N(Cc1ccccc1)c1nc2ccc(F)cc2s1	-10	.	-14
37	O=C(NC1(c2ccc(Cl)cc2)CCC1)c1cnsn1	.	-1	-11
38	O=c1oc(-c2cccs2)nc2ccc(Cl)cc12	-1	6	19
39	CSCC(=O)N1CCC2(CCCN(Cc3cccnc3)C2=O)C1 (stereo not given)	.	19	-8
40	NC(=O)c1ccc[n+]([C@@H]2O[C@H](COP(=O)(O)OP(=O)(O)OC[C@H]3O[C@@H](n4cnc5c(N)ncnc54)[C@H](OP(=O)(O)O)[C@@H]3O)[C@@H](O)[C@H]2O)c1	-3	.	0
41	Cc1cccc(-n2ccc(-c3cnccn3)n2)c1	-12	6	-3
42	COc1ccc(C2SCC(=O)N2Cc2ccccc2)cc1 (stereo not given)	2	-9	6
43	C#CCNC(=O)C(C#N)C(=O)C1(c2cccc(C)c2)CC1 (stereo not given)	.	3	-14
44	Cc1cccc(CN2C(=O)C3(c4ccccc42)N(c2ccc(C)c(F)c2)C(=O)CS3(=O)=O)c1 (stereo not given)	-7	1	-4
45	Fc1ccccc1-c1nc(=S)c2c([nH]1)Oc1ccccc1C2	-4	9	-1
46	CCCCN(CC#Cc1ccccc1)C(=O)c1cccc(=O)[nH]1	-3	5	-1
47	CCCN(C)c1ccc(C(=O)N(C)Cc2cscn2)cc1	.	4	-6
48	CCOC(=O)NCCS(=O)(=O)N1CCN(c2ccc(OC)cc2)CC1	-8	-2	-4
49	O=C(NCC1CCCN(CC#Cc2ccccc2)C1)c1cccs1 (stereo not given)	.	2	-10
50	C=CC[C@@H]1CC=C[C@@H](C)N1C(=O)c1ccc2nc(Cc3ccc(OC)c(OC)c3)oc2c1	-10	11	-7
51	O=C(CCCC(=O)N1CCN2C(=O)CNC(=O)C2C1)c1ccccc1 (stereo not given)	.	-3	-1
52	NC(N)=Nc1nc2ccccc2[nH]1	.	10	-4
53	Cc1cc(Nc2ccc3c(n2)C(=O)N(CC(=O)NCc2ccccc2F)C3)n(C)n1	.	4	-5
54	Cc1cnc(C)c(-c2cccc(OC(C)C)c2)n1	-19	1	-3
55	C=CCNC(=O)C(NC(=O)c1ccccc1)C1CCN(C(=O)c2ccccc2C)CC1 (stereo not given)	1	-11	-2
56	COc1ccccc1/C=C/C(=O)NCC(=O)N=Nc1c(O)n(CCc2ccccc2)c2ccccc12	-4	8	-8

Going on with the list.
nr	compound	mcGAS lum	NPYLR7 ag	hcGAS lum
57	CCN1CCC(n2nccc2NC(=O)c2cnc(-c3ccsc3)s2)CC1	.	7	-5
58	CCOC(=O)c1cccc(NC(=O)N2CCC(CCc3ccc(C(F)(F)F)cc3)CC2)c1	-6	26	-3
59	CCOC(=O)C1CCCN(C(=O)c2cccc(CSc3nc(N(C)Cc4ccccc4)cc(C(C)(C)C)n3)c2)C1 (stereo not given)	0	-6	-1
60	COc1ccc(-n2c(=O)[nH]c3c(C(N)=O)nc(-c4ccccc4O)nc32)c(OC)c1	-5	-2	-5
61	O=C(Nc1ccc(F)c(N2CCCS2(=O)=O)c1)c1ncoc1-c1ccco1	.	-6	-15
62	CCOC(=O)CCC(=O)Nc1ccc(Oc2cccc(C)c2C)nc1	2	.	3
63	N#Cc1c(-c2ccccc2)c2cc(Br)ccc2[nH]c1=O	-3	-2	-7
64	CCn1c(=O)c(C(=O)N2CCN(C(C)=O)CC2)nn(-c2cccc(C)c2)c1=O	-5	-5	-4
65	COc1ccc(OC)c(N=c2oc3c(C)ncc(CO)c3cc2C(=O)Nc2cccc3ccccc23)c1	-6	-7	-4
66	CCC(CC)NC(=O)C1CCN(C(=O)c2ccc(F)cc2F)CC1	.	7	-4
67	CC(C)c1ccc(N2CCN(CC(=O)Nc3cccc(OC(F)F)c3)C2=O)cc1	.	3	-5
68	COc1ncccc1C1CC(=O)Nc2c1c(C)nn2C(C)C (stereo not given)	-3	-1	2
69	Cc1cc(C(=O)COC(=O)Cn2c(C)csc2=O)c(C)n1Cc1ccco1	.	4	0
70	O=C(Nc1cccc(Cl)c1)NC1CCN(c2ccccc2C(=O)NC2CC2)CC1	-4	-2	-1
71	CC(C)C(=O)N1CCCC1C(=O)Nc1nc(-c2ccc3c(c2)COC3)cs1 (stereo not given)	-14	2	-8
72	Cc1[nH]cnc1-c1nccn1-c1ccc(-c2nc3ccccc3[nH]2)cc1	-10	-1	-8

Profiles, quoted from the list. Order of screens: mcGAS lum | NPYLR7 ag | hcGAS lum
CCC(CC)NC(=O)C1CCN(C(=O)c2ccc(F)cc2F)CC1 across the screens: . | 7 | -4
CC(C)c1ccc(N2CCN(CC(=O)Nc3cccc(OC(F)F)c3)C2=O)cc1 across the screens: . | 3 | -5
COc1ncccc1C1CC(=O)Nc2c1c(C)nn2C(C)C (stereo not given) across the screens: -3 | -1 | 2
Cc1cc(C(=O)COC(=O)Cn2c(C)csc2=O)c(C)n1Cc1ccco1 across the screens: . | 4 | 0

(listing goes on)
nr	compound	mcGAS lum	NPYLR7 ag	hcGAS lum
73	CC1CCCC(N2CC(C(=O)Nc3ccnn3C(C)C)CC2=O)C1C (stereo not given)	-5	3	-8
74	Cn1cccc1C(=O)N1CCOc2c(O)cc(-c3cccc(Cl)c3)cc2C1	-10	.	2
75	O=C(CCN(Cc1ccccc1)c1nc(-c2ccco2)nc2ccccc12)N1CCCC1	-4	12	-1
76	CCCN(Cc1ccccc1OC)C(=O)c1c(C)cc(=O)oc1C	-1	-5	-1
77	COc1cccc(CCNC(=O)c2c(OC)cccc2OCc2ccccc2)c1	-4	-9	-3
78	CC1(C)CC2CC(C)(CN2c2ccc([N+](=O)[O-])cc2C#N)C1 (stereo not given)	.	-2	-6
79	COCc1nc(N2CCN(C(=O)Nc3ccc(Br)cc3)CC2)c2c3c(sc2n1)CCCC3	2	11	6
80	Cc1[nH]n(-c2ccc([N+](=O)[O-])cc2)c(=O)c1N=Nc1ccc(S(N)(=O)=O)cc1	0	-14	-4
81	CC(C)(C)CC(=O)N1CCN(C(C(=O)NCc2ccc3c(c2)OCO3)C2CCCC2)CC1 (stereo not given)	.	-4	-4
82	CC1(C)C2CCC1(C)C(NC(=O)NCc1cn3ccccc3n1)C2 (stereo not given)	.	-3	5
83	CN(Cc1ccccc1)C(=O)COc1ccc(C#N)cc1Cl	.	-1	-5
84	Cn1c(=O)[nH]c(=O)c2c1nc(N1CCN(Cc3c(F)cccc3Cl)CC1)n2CCc1ccccc1	.	-6	-3
85	Cc1ccc(-n2nc(C(=O)O)c(=O)n(Cc3ccc(F)cc3)c2=O)cc1C	.	-5	8
86	CCOC(=O)C1=C(COC(=O)c2cc3c(s2)CCC(C)C3)NC(=O)NC1C (stereo not given)	.	2	-3
87	CCCn1ncc(C(=O)NCc2ccc(-c3noc(C)n3)cc2)c1C	-18	21	-6
88	Cn1c(=O)[nH]c(=O)c2c1nc(N1CCN(Cc3ccccc3)CC1)n2Cc1cccc(Cl)c1	.	2	-8
89	Cc1ccnn1CCc1nc(CC(C)C)nn1-c1ccccc1	.	-2	-3
90	CC(C)N(Cc1nccn1C)C(=O)CC1CCc2ccccc21 (stereo not given)	-15	11	1
91	Cc1nc2c(=O)n(CC(=O)c3ccc4c(c3)OCO4)nc(-c3ccco3)c2s1	-6	3	-1
92	CCCc1cc(N2CCN(C)CC2)n2nc3nc(C)cc(C)c3c2n1	-7	3	-6
93	CCCNC(=O)Cn1nc2c(c1NC(=O)c1cc(OC)c(OC)c(OC)c1)CSC2	-11	-8	-10
94	O=c1nc(SCc2ccccn2)c2c(n1CCCO)CCCC2	-8	1	-7
95	Cc1cc(OCc2cc(C(=O)N(C)C3CCOC3)no2)cc(C)c1Cl (stereo not given)	-10	-7&-2	-8&-8
96	O=C(C=Cc1ccco1)Nc1nccs1	-8	1	-6
97	CC(Cc1nnc(N)o1)CC(C)(C)C (stereo not given)	2	9	5
98	CC(C)S(=O)(=O)N1CCN(c2nc3nccc(-c4cccc(C(F)(F)F)c4)n3n2)CC1	-11	2	-6
99	CN(C)C(=O)c1cc(-c2cnn(-c3ccccc3F)c2)nc2cc(F)ccc12	.	11	-6
100	COCCC(=O)Nc1ccc2c(c1)CN(Cc1ccc3cc(F)ccc3n1)CC2	.	8	-4
101	CN(C)c1ccc(C2CC(c3ccc(F)cc3)=Nc3ncnn32)cc1 (stereo not given)	6	27	-6
102	Cc1nn(Cc2c(Cl)cccc2Cl)c(Cl)c1/C=C/C(=O)NC1CC1	.	2	-4
103	COc1ccccc1C(=O)N1CCC(C(NC(=O)c2cccs2)C(=O)N2CCCC2)CC1 (stereo not given)	-3	-4	-3
104	Cc1c2c(n(Cc3ccccc3F)c1C(=O)N(C)Cc1ccccc1)CCCC2	-10	.	-7
105	O=C(CCN1C(=O)c2ccccc2C1=O)N1CCOCCOCCN(C(=O)CCN2C(=O)c3ccccc3C2=O)CCOCCOCC1	3	0	3
106	C[C@]12CC[C@@H]3c4ccc(O)cc4CC[C@H]3[C@@H]1C[C@@H](O)[C@@H]2O	.	14	-6
107	CC(C)N1CCCn2nc(C(=O)N(C)Cc3nnc(-c4ccccc4)o3)cc2C1	-9	17	1
108	CC(C)CCn1c(N2CCN(Cc3ccc(F)cc3)CC2)nc2c1c(=O)[nH]c(=O)n2C	.	3	2
109	CCOc1ccc(Br)cc1NC(C)C(=O)NC(=O)NC (stereo not given)	-10	9	-1
